MEP2 TOR yeast = alters MEP2-GFP fluorescence in TOR pathway yeast screen | S. cerevisiae MEP2-GFP strain, flow cytometry GFP, 3 h; 100% = DMSO control level | GFP response vs DMSO, % at 10 µM | 0.51% of 330,000 active;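 active = GFP response versus DMSO above a set limit, roughly screen mean plus 3 SD, cut at about 180% in these data; inconclusive = fewer than 70 cells counted for a yeast strain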;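 also: median GFP fluorescence of the barcode-gated MEP2-GFP cells per well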
RPL19A TOR yeast = yeast TOR pathway RPL19A-GFP modulation; percent response vs DMSO, % at 10 µM; S. cerevisiae RPL19A-GFP strain, flow cytometry, 3 h; hits give low values; 0.3% of 330,000 active;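 active = percent response vs DMSO below 50%; inconclusive = fewer than 70 events counted for the yeast strain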;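 also: median channel GFP fluorescence of the barcoded RPL19A-GFP strain; ratio of sample median GFP to plate DMSO average so 100% = DMSO; lower means less RPL19A-GFP as with rapamycin TOR inhibition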
JMJD2C inh = human JMJD2C demethylase inhibition. Q9H3R0. GST-JMJD2C(1-420) H3K9me3 demethylation, DELFIA europium. inhibition, % at 2.35 µM. 0.069% of 330,000 active;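 active = more than half of a compound's replicate wells show inhibition beyond 50%, single wells judged on their own value; inconclusive = some, but no more than half, of replicates pass 50% inhibition; inactive = no replicate passes 50% inhibition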;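 also: signal counts dimethyl H3K9 product captured on neutravidin plate; 0% = median of DMSO wells and 100% = 0.3 times that DMSO median; strong numbers were not always called active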
Target sequence (Q9H3R0 1-420 limits assumed): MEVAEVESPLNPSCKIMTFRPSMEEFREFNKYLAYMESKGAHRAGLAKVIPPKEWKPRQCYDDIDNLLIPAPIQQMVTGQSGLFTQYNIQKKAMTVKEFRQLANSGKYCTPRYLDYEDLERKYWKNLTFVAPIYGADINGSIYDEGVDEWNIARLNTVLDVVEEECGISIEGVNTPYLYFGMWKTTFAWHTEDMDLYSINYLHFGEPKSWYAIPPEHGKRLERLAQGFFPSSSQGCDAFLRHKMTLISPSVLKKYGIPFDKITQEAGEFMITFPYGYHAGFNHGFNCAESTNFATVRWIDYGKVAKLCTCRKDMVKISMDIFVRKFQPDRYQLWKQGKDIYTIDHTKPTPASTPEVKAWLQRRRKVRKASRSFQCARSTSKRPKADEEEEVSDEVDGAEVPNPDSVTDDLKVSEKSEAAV
AGP1 TOR yeast = alters AGP1-GFP fluorescence in TOR pathway yeast screen. S. cerevisiae AGP1-GFP multiplex flow cytometry, 3 h; GFP as percent of DMSO wells. GFP response vs DMSO, % at 10 µM. 0.02% of 320,000 active. AID 2066;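 active = GFP response relative to DMSO above a set limit, near screen average plus 3 SD, cut at about 150% in these data; inconclusive = fewer than 70 cells counted for the yeast strain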;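 also: median GFP channel fluorescence of the gated AGP1 strain per well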
GRK2 aptamer HTS = blocks RNA aptamer binding to human GRK2 | P25098 | bead flow cytometry, FAM-aptamer displacement from GRK2 | inhibition of aptamer binding, % at 10 µM | 0.59% of 330,000 active;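 active = inhibition of aptamer binding above 40%, roughly 3 SD of noise, on plates passing a quality check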;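 also: median bead fluorescence of bound FAM aptamer so fluorescent compounds give negative values; no value below 0 was filed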
Target sequence (P25098 whole entry, looked up): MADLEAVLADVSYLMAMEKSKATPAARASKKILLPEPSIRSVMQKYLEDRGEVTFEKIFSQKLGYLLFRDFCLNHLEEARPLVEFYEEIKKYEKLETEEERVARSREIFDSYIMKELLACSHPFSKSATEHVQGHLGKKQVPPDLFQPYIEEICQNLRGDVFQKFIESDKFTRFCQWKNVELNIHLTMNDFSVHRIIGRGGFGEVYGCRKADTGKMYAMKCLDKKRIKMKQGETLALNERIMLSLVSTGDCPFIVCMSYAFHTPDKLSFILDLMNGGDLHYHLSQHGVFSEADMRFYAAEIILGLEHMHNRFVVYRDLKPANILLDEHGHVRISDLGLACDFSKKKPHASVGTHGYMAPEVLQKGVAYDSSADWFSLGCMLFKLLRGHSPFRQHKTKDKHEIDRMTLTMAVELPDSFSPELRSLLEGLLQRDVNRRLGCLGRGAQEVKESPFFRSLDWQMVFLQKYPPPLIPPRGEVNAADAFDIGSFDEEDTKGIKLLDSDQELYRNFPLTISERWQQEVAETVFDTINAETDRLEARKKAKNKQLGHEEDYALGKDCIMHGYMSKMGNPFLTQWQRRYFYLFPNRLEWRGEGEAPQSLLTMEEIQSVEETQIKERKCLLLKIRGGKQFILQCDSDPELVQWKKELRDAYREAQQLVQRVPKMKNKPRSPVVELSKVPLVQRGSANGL
LAP4-GFP MLPCN = alters LAP4-GFP fluorescence in TOR pathway yeast screen; S. cerevisiae LAP4-GFP multiplex, flow cytometry GFP, 3 h; median GFP as percent of DMSO wells; GFP response vs DMSO, % at 10 µM; 0.34% of 320,000 active;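 active = GFP response vs DMSO above a set limit, about the screen mean plus 3 SD, cut at about 150% in these data; inconclusive = under 70 cell events counted for the yeast strain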
VLA-4 inh = inhibition in a human VLA-4 binding assay; P13612; VLA-4 expressing cells, ligand binding flow cytometry; inhibition, % (about 7 µM as worked out from the volumes in the protocol); 0.2% of 330,000 active; in the data active = inhibition above about 50%
CIT2-GFP yeast = yeast TOR pathway CIT2-GFP modulation; S. cerevisiae CIT2-GFP strain, flow cytometry, 3 h; 100 means same as DMSO wells; GFP response vs DMSO, % at 10 µM; 0.065% of 320,000 active; AID 2029;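 active = GFP response relative to DMSO above a set limit, near the screen mean plus 3 SD, cut at about 150% in these data; inconclusive = Fewer than 70 cells measured for a yeast strain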;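 also: ratio of well median GFP fluorescence to mean of DMSO wells on the plate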
An asterisk follows results filed as active; i = inactive; u = inconclusive; x = no result given; [ ] = dose if it differs, or a comment.

SMILES	MEP2 TOR yeast	RPL19A TOR yeast	JMJD2C inh	AGP1 TOR yeast	GRK2 aptamer HTS	LAP4-GFP MLPCN	VLA-4 inh	CIT2-GFP yeast
COc1ccc(-c2cc(=O)c3cc(C)ccc3[nH]2)cc1	101	104	3	116	2	100	31	106
CSCCC(=O)N1CCC(CCC(=O)NC2CC2)CC1	91	94	-2	100	2	91	-4	93
CCCOc1ccc2c3c(c(=O)oc2c1OCCC)CCC3	98	96	-18	92	0	108	12	92
CC(C)Oc1ccc(/C=N/NC(N)=S)cc1	101	97	-3	95	4	113	6	92
CCn1c(SCC(=O)Nc2ccc(F)cc2)nc2ccccc2c1=O	111	85	1	110	2	105	7	108
CCOC(=O)c1nnc(-c2ccccc2)nc1NCc1ccc(Cl)cc1	102	103	0	96	0	95	-6	x
CCS(=O)(=O)Nc1cccc(C2=NN(C(C)=O)C(c3cccs3)C2)c1 (stereo unspecified)	97	99	0	94	3	96	15	90
CCOc1ccc(CNS(=O)(=O)c2cc(-c3cc(C)no3)ccc2OC)cc1OC	89	94	u	93	3	88	8	89
CCCCON1C(=O)c2cccc3cccc(c23)C1=O	100	97	6	96	0	95	8	96
Cc1cc([N+](=O)[O-])nn1CCCC(=O)Nc1cc(Cl)ccc1Cl	95	98	17	104	0	115	3	90
CCOc1ccccc1NC(=O)NC1(C(=O)N2CCOCC2)CCCCC1	103	103	1	96	0	98	-3	99
COc1ccc(S(=O)(=O)N(CC(=O)Nc2cccnc2)c2ccccc2OC)cc1	107	97	1	96	1	90	3	x
O=C(N/N=C/c1ccoc1)c1cc(Br)ccc1O	85	90	-5	104	14	88	0	101
CCOC(=O)c1cnn(-c2nc(-c3ccccc3)nc3c2COC(C)(C)C3)c1N	114	101	-5	x	0	105	8	119
Brc1cccc(CNCC2CCCO2)c1 (stereo unspecified)	96	96	7	93	0	83	14	100
CC(C)(C)OC(=O)C[C@@H]1C/C=C\C[C@@H](CC(=O)N(CCO)Cc2ccccc2)C(=O)NC[C@@H](c2ccccc2)OC1=O	99	96	x	96	1	98	13	95
O=C(CSc1ccc(F)cc1)Nc1ccccc1N1CCOCC1	93	93	-10	92	0	113	8	82
O=C(CC(=O)N/N=C\c1ccc([N+](=O)[O-])cc1)NCCc1ccccc1	95	96	-7	98	0	102	7	98
O=C(NCc1ccccc1)C(c1ccccc1)N(C(=O)c1csnn1)C1CC1 (stereo unspecified)	118	101	4	102	0	109	16	112
COc1ccc(OC)c(C(=O)Cn2nnc3ccccc3c2=O)c1	104	100	-1	103	2	111	5	99
Cc1cc(C)n(-c2ccc(C(=O)Nc3ccccn3)cc2)n1	108	101	-3	86	3	104	15	98
O=C(Nc1ccc2oc(=O)ccc2c1)c1ccc(-c2ccccc2[N+](=O)[O-])o1	94	98	-10	103	0	102	2	94
COc1ccc(-n2c(=O)/c(=C\c3cccs3)s/c2=C(/C#N)C(=O)NCCN2CCOCC2)cc1	98	107	-41	99	1	87	0	100
O=C(c1ccc2c(c1)OCO2)N(c1ccc(Cl)cc1)C1C=CS(=O)(=O)C1 (stereo unspecified)	102	102	3	103	3	96	31	103
O=C(CCCc1ccccc1)N1CCN(C2CCCCC2)CC1	105	107	2	106	0	93	-2	114
Cc1nc(NCCc2ccc(F)cc2)c2nnn(Cc3ccccc3)c2n1	104	103	0	103	0	102	13	97
CC1(C)OC(C(=O)NC2CCCCC2)C(C(=O)NC2CCCCC2)O1 (stereo unspecified)	101	97	0	97	0	97	-6	102
CC1Cc2ccccc2N1C(=O)c1ccc(N2CCCCC2)c([N+](=O)[O-])c1 (stereo unspecified)	114	106	-3	103	0	109	9	106
COc1ccc(CCN=C(N)NS(=O)(=O)c2cccs2)cc1	103	94	-2	100	4	106	29	93
CCCCNS(=O)(=O)c1ccc(NC(=O)c2cccs2)cc1	95	101	-3	99	0	107	-6	93
COc1ccc(C(=O)c2nccc3cc(OC)c(OC)cc23)cc1OC	100	102	4	108	5	99	23	101
Cc1ccc(-n2ncc3c(=O)n(CC#N)cnc32)cc1C	235*[may fluoresce violet]	59[may fluoresce violet]	-11	u	0	62[may fluoresce violet]	8	u
CCN(C[C@H]1N[C@@](CC)(C(=O)OC)[C@H]2C(=O)N(Cc3ccccc3)C(=O)[C@@H]12)S(=O)(=O)c1ccc(OC)cc1	103	102	-8	105	4	97	-8	100
CC(C)N(C(=O)N1CCC(c2nc(-c3ccncc3)no2)CC1)C(C)C	99	98	-5	96	3	98	-20	101
O=C1N=C(N2CCN(c3ccccc3)CC2)S/C1=C\c1cn[nH]c1-c1ccccc1	103	103	1	103	0	101	11	104
N#Cc1c(-c2ccccc2)nc(-c2cccnc2)[nH]c1=O	109	106	-1	101	0	91	-5	107
COc1ccc(OC)c(CCNC(=O)c2ccc3c(c2)N(Cc2ccc(F)cc2)CCS3)c1	89	96	-6	99	2	106	5	95
CC(O)CNc1nc2c(c(=O)n(C)c(=O)n2C)n1C/C=C/c1ccccc1 (stereo unspecified)	101	95	5	101	0	97	0	101
CCC(C)NC(=O)Nc1ccc(Br)cc1 (stereo unspecified)	94	101	0	102	0	98	-12	103
OCCNc1nc2ccccc2n1CCN1CCCCC1	100	92	-8	98	0	90	18	96

Whole records from above:
`O=C(CSc1ccc(F)cc1)Nc1ccccc1N1CCOCC1` reads MEP2 TOR yeast = 93; RPL19A TOR yeast = 93; JMJD2C inh = -10; AGP1 TOR yeast = 92; GRK2 aptamer HTS = 0; LAP4-GFP MLPCN = 113; VLA-4 inh = 8; CIT2-GFP yeast = 82
`O=C(Nc1ccc2oc(=O)ccc2c1)c1ccc(-c2ccccc2[N+](=O)[O-])o1` reads MEP2 TOR yeast = 94; RPL19A TOR yeast = 98; JMJD2C inh = -10; AGP1 TOR yeast = 103; GRK2 aptamer HTS = 0; LAP4-GFP MLPCN = 102; VLA-4 inh = 2; CIT2-GFP yeast = 94

Continued:
SMILES	MEP2 TOR yeast	RPL19A TOR yeast	JMJD2C inh	AGP1 TOR yeast	GRK2 aptamer HTS	LAP4-GFP MLPCN	VLA-4 inh	CIT2-GFP yeast
Cc1ccc(Nc2c(-c3ccc(C)o3)nc3ncccn23)cc1	109	106	-8	109	0	96	1	91
COc1ccc(CN(C)CC(O)COC(c2ccc(OC)cc2)c2ccc(OC)cc2)cc1 (stereo unspecified)	102	100	2	100	0	92	5	107
CC(=O)OCCN(CCCn1c(-c2ccncc2)nc2ccccc21)c1nc(-c2ccc(C)cc2)cs1	99	99	-2	92	0	111	-2	78
COc1cc(OC)cc(C(=O)NC(=S)Nc2ccc(NC(=O)c3ccco3)cc2)c1	104	101	-3	96	0	104	3	106
COc1ccc2[nH]c(=O)c(CN(CCO)C(=O)c3ccccc3F)cc2c1	109	99	7	103	4	96	2	102
COc1ccccc1CNC(=O)C(C)n1cccc1C(=O)c1ccccc1 (stereo unspecified)	100	94	3	95	9	97	0	96
COc1ccc(NS(=O)(=O)c2ccc(N3CCN(CCO)CC3)c([N+](=O)[O-])c2)cc1	99	98	2	99	0	97	9	99
CN1CCN(C(=O)c2ccc3c(c2)N(Cc2ccc(Cl)cc2)C(=O)c2ccccc2S3=O)CC1 (stereo unspecified)	100	102	2	106	0	100	-12	112
CC(C)CCNC(=O)c1ccccc1NC(=O)C1=CSCCO1	109	103	-4	104	0	111	10	116
Nc1cc(C(=O)OCC(=O)NC(c2ccccc2)c2ccccc2)ccc1Cl	101	106	21	101	1	86	8	109
Cc1ccccc1N=CC=C1OC(C)(C)C(C)(C)O1	80	91	-1	95	54*	81	8	96
CC1CCc2cc(F)ccc2N1C(=O)CSc1nnc2c(n1)[nH]c1ccccc12 (stereo unspecified)	108	102	4	95	0	91	6	98
O=C(COc1ccccc1)Nc1ccccc1C(=O)NCc1ccco1	96	95	2	97	0	105	58*	88
O=C(NCC(=O)N1CCN(c2ccccn2)CC1)c1ccc(Br)o1	98	98	2	96	0	78	6	123
CN(C)S(=O)(=O)c1cccc(NC(=O)COC(=O)/C=C/c2ccco2)c1	92	105	3	105	20	98	24	108
CCCCn1c(N)c(N(CC(C)C)C(=O)c2cc(-c3ccco3)nc3ccccc23)c(=O)[nH]c1=O	88	89	-6	78	8	96	4	85
CCN(CC(=O)Nc1ccc(OC)cc1)C(=O)c1ccc(NS(=O)(=O)c2ccc(C(C)=O)cc2)cc1	94	95	-5	101	0	97	-1	95
Cn1cnc(S(=O)(=O)NC2CCN(Cc3c(F)cccc3Cl)CC2)c1	97[may fluoresce green]	95[may fluoresce green]	0	109[may fluoresce green]	0	108[may fluoresce green]	5	118[may fluoresce green]
CN1CCN(C(c2cccnc2)c2ccc3cccnc3c2O)CC1 (stereo unspecified)	101	101	1	113	4	94	40	104
CCCNC(=O)N[C@@H](CCSC)C(=O)OC	98	96	-3	92	3	94	18	95
Cc1ccc(S(=O)(=O)N2CCCCC2)cc1C(=O)Nc1ccccn1	103	105	31	103	3	96	-4	103
COCCCNc1c2c3c(cccc3[nH]c1=O)C(=O)c1ccccc1-2	106	102	-8	109	11	107	-294	105
CCN=C1S/C(=C\c2cc(OCC)c(O)cc2Br)C(=O)N1CC	102	102	24	101	3	79	-12	97
C/C=C/C1=CC(=O)C[C@H](c2ccc(F)cc2)C1	96	100	-7	100	0	92	-22	98
COc1ccc(C(C(=O)NC(C)(C)C)N(C(=O)CCC(=O)Nc2cc(C)on2)c2ccccc2F)cc1 (stereo unspecified)	106	101	8	106	0	96	-3	108
CC(NC(=O)C(=O)N1CCCCC1)C(c1cccs1)N1CCN(c2ccccc2F)CC1 (stereo unspecified)	102	99	-12	99	0	89	23	106
Cc1ccc(OCC(=O)N(Cc2ccccc2)c2ccccn2)cc1	62	96	2	84	5	99	18	98
Cc1onc(-c2ccccc2)c1C(=O)NCc1ccc(Cl)cc1	113	109	0	92	0	88	9	98
COc1ccccc1NC(=S)NC(=O)C(C)C	99	97	11	97	3	95	19	87
COc1ccc(CC(=O)OCC(=O)NC2CCCCC2)cc1	98	97	3	99	2	102	3	103
Cc1cccc(NC(=O)C2CCN(S(=O)(=O)c3cccc4nonc34)CC2)c1	97	95	-11	93	4	88	-4	92
CCOCCn1c(C(C)O)nc2ccccc21 (stereo unspecified)	108	103	12	102	2	103	-19	100
Clc1ccc(Cl)c2sc(N3CCCC3)nc12	93	94	-7	91	0	100	9	96
COc1ccc(C(CC(=O)NCCN2CCOCC2)NS(=O)(=O)c2ccc(C)cc2)cc1 (stereo unspecified)	106	95	-9	92	2	103	8	92
COc1ccc(Cn2c(=O)[nH]c3cc(C(=O)NCCCN4CCCC4)ccc3c2=O)cc1	101	101	3	103	0	96	0	104
Cc1sc(C(=O)NCc2cccnc2)c2nc(C)n(CC(=O)NCc3cccnc3)c(=O)c12	95	107	10	115	5	109	6	117
Cc1ccc(S(=O)(=O)N2C(=O)CCC2C(=O)O/N=C(\N)c2ccccc2)cc1 (stereo unspecified)	93	98	2	95	1	97	10	93
O=C(c1cc(F)c(F)cc1Cl)N1CCN(c2ncccn2)CC1	103	101	i	95	2	88	2	102
Cc1cc2c(c(N)n1)c(=O)oc1ccccc12	86	83	9	83	0	90	-13	89
O=C(COc1ccccc1-c1ccccc1)NN=C1CCCC1	104	105	x	102	4	106	15	99
Cc1cccc(NC(=O)Cn2c(=O)oc3ccccc32)c1	97	96	-11	93	0	83	1	x
CCCNS(=O)(=O)c1ccc(OCC(=O)N2CCCC2)cc1	106	95	3	106	6	101	8	88
Cc1c(S(=O)(=O)N2CCN(C(c3ccccc3)c3ccccc3)CC2)c(=O)n(C)c(=O)n1C	98	99	4	94	5	98	-2	90
